CRFR2-BP antag = antagonists of CRF-BP/CRF-R2 complex, primary screen, cell-based, HEK293, calcium dye fluorescence, uHTS; CRF-induced calcium fluorescence; inhibition, % at 11.8 µM; hit rate 0.59% among 350,000;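 active = inhibition of the ligand-induced calcium signal above about 50% at the single tested concentration, limit read from the data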
PHOSPHO1 inh = PubChem AID 1565. recombinant PHOSPHO1, absorbance phosphatase assay. inhibition, % at 13.3 µM. hit rate 1.1% among 290,000; in the data active = inhibition above about 60%
IDE cell inh = human IDE inhibitors in live cells, primary screen, fluorescence polarization, HEK cells, FAbetaB substrate. hit rate 0.41% among 320,000. Insulin-degrading enzyme (Homo sapiens), P14735. inhibition, % at 5.59 µM. FAbetaB cleavage;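 active = percent inhibition above the average of all tested compounds plus 3 SD, set per screening campaign, cut at about 16% in these data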;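 also: IDE supplied by intact live HEK cells; FP after avidin binding of uncleaved biotin substrate so inhibition keeps polarization high; 0% = DMSO wells and 100% = 60 µM reference IDE inhibitor Ii1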
Target sequence (P14735 whole entry, looked up): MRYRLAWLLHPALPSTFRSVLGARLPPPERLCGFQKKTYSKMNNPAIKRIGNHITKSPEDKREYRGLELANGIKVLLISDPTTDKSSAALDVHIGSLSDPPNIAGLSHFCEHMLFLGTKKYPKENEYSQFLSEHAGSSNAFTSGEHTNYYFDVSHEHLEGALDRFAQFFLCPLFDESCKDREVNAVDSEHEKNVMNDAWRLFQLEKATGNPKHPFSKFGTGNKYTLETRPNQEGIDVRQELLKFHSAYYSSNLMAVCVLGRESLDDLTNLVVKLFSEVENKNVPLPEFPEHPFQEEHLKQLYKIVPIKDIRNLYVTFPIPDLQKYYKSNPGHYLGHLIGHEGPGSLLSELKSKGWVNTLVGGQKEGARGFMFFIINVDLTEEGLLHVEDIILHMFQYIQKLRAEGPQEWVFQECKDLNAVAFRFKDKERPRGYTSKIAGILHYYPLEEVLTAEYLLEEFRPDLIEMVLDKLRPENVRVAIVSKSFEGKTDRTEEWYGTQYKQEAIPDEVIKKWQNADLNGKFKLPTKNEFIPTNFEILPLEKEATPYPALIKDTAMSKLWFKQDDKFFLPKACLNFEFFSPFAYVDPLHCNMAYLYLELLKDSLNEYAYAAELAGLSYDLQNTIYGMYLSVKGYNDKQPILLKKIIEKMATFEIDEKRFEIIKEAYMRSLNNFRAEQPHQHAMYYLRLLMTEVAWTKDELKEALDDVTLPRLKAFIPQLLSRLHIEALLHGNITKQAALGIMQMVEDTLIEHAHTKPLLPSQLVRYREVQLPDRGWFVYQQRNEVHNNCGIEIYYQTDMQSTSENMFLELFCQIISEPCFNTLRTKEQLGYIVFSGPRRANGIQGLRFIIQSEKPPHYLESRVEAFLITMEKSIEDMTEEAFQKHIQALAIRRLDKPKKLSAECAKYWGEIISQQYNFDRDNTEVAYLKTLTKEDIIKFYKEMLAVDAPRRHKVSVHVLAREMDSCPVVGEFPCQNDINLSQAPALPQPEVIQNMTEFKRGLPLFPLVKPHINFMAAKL
p-CIP stab down = p/CIP-EGFP fusion destabilizers, primary screen, fluorescence, F442A cells. decrease of EGFP signal, % at 10 µM. 16 h. Q05BA5. hit rate 0.01% among 290,000;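 active = EGFP signal decrease of at least 30% at 10 µM or well 3 SD below plate mean, unless failing retest; inactive = the rest, including hits failing retest or dose response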; also: some compounds called inactive have numbers as strong as hits; many of its hits are not listed in these tables
CRFBP-R2 agonist = agonists of CRF-BP/CRF-R2 complex, primary screen, cell-based, HEK293, calcium dye fluorescence, uHTS; hit rate 0.46% among 350,000; AID 588473, 2011; CRF-binding protein / CRF receptor 2 complex (human); activation, % at 13.2 µM; calcium dye fluorescence (FLIPR); percent of saturating CRF peptide response;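 active = activation of at least 50%, plus an integration ratio under a set limit after plate pattern correction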;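 also: plate controls were neutral control wells without compound for no effect and CRF at EC100 for full effect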
IDE cell activ = human IDE activators in live cells, primary screen, fluorescence polarization, HEK cells, FAbeta-B substrate | FAbeta-B cleavage; 0% vehicle, 100% cell-free pure enzyme wells | activation, % at 5.96 µM | hit rate 0.073% among 340,000 | AID 493087, 2011;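 active = activation above the mean of all tested compounds plus 3 SD, set per screening campaign, cut at about 17% in these data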
MEKK3 PB1 HTS = modulators of MEKK3-MEK5 PB1 binding, primary screen, biochemical, wildtype MEKK3, multiplex bead flow cytometry, Alexa488-MEK5 | Mitogen-activated protein kinase kinase kinase 3 (Homo sapiens), Q99759 | bead-based flow cytometry, Alexa488-MEK5 binding to MEKK3; actives lie on both sides; 0 = blocked by unlabeled MEK5, 100 = vehicle | binding response (% of control), % at 10 µM | hit rate 1.4% among 290,000;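 active = binding response more than 3 SD above or below the average of its plate-row segment, actives on both sides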;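 also: Alexa488 bead fluorescence after subtracting the streptavidin-only scavenger bead signal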
GalR3 antag = GalR3 antagonists in HEK293 cells, primary screen, cell-based, fluorescence readout; Galanin receptor type 3 (Homo sapiens), O60755; HEK293 GalR3-CNG cAMP membrane potential fluorescence; galR3 body fused to GalR1 C-terminus; inhibition, % at 3 µM; hit rate 0.44% among 360,000; AID 651719, 2012;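 active = inhibition above the screen-wide average plus 3 SD, cut at about 13% in these data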;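 also: forskolin and galanin both at EC90 stimulate the cells; cAMP rise reported by CNG channel membrane potential dye signal; 0% = forskolin plus galanin with DMSO and 100% = forskolin alone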
CHRM4 PAM = human M4 muscarinic receptor positive allosteric modulators, primary screen, CHO-K1 cells, Fluo-8 calcium fluorescence. Muscarinic acetylcholine receptor M4 (Homo sapiens), P08173. hit rate 0.4% among 360,000. CHO-K1 hM4/Gqi5, ACh EC20; 0% = ACh EC20, 100% = maximal ACh. activation, % at 3 µM;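 active = activation above its plate's cutoff, the mean activation of sample wells plus 3 SD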; also: some results filed as inactive read as strong as hits
* marks the source's active call; other numbers are inactive results; · = not tested or not shown; [ ] = another dose, or the depositor's remark.

CRFR2-BP antag	PHOSPHO1 inh	IDE cell inh	p-CIP stab down	CRFBP-R2 agonist	IDE cell activ	MEKK3 PB1 HTS	GalR3 antag	CHRM4 PAM	Molecule
-1	54	2	-2	-0.2	6	108	-6	-4	O=C(/C=C/c1ccc(F)cc1)NCCCn1ccnc1
-12	-13	-3	-2	0.0	-2	103	3	-8	CCOc1cc(N2CCOCC2)c(OCC)cc1NC(=O)c1ccco1
-2	3	2	9	0.3	4	99	1	-6	CCCCc1nnc(SC(C)C(=O)Nc2nccs2)n1C (configuration not stated)
44	-16	-4	-3	-0.9	1	102	-3	9	CCOC(=O)CSc1ncnc2c1cnn2-c1ccccc1
0	11	3	-25	1.4	5	104	-4	-2	COc1ccc(OCC(=O)Nc2cccc(OC)c2)cc1
6	·	3	·	0.0	3	·	-6	-4	COc1ccc([C@H]2CC(=O)C=C(c3cc(Cl)ccc3OC)C2)cc1
-15	44	0	-12	0.5	0	105	-4	-2	O=C(NCc1ccc(C(F)(F)F)cc1)C12CN(Cc3ccccc3)CC1C(c1cccc([N+](=O)[O-])c1)=NO2 (configuration not stated)
30	·	·	·	-3.0	2	·	-9	-6	COc1ccc(C(=O)Nc2cccc(C(=O)Nc3cc(C)ccn3)c2)cc1
-1	17	8	3	-0.6	0	99	-3	-15	c1ccc(Oc2cccc3cccnc23)nc1
14	32	-4	-6	-0.6	-4	98	-6	1	O=C(NCc1ccc(Cl)cc1Cl)c1ccccn1
0	26	3	2	-0.3	-1	104	-4	-2	COc1ccccc1OCC(=O)Nc1ccc(C(N)=O)cc1
5	14	5	-15	0.3	4	103	-4	16	COc1ccc(/C=N/NC(=O)CCc2c(C)n[nH]c2C)cc1O
-10	18	0	-2	3.3	5	98	-7	1	Oc1ccccc1CNCc1ccccc1
5	-22	5	-4	-1.6	1	105	-2	-13	CN1CCN(S(=O)(=O)c2ccc(Sc3nc4ccccc4[nH]3)c3nsnc23)CC1
-24	-6	6	1	0.6	5	93	0	0	O=C(O)c1ccccc1-c1ccccc1C(=O)NCc1cccnc1
17	-15	2	8	-2.2	2	69*[inhibitor]	-6	8	O=C(N/N=C/c1cccc([N+](=O)[O-])c1)c1cc2ccccc2o1
-2	12	-5	2	6.7	0	101	15*	1	Cc1occc1-c1nnc(SCCNCCO)o1
4	43	1	-4	-0.5	-2	84	4	0	CC(=O)Nc1ccc(-c2csc(Nc3ccc(S(N)(=O)=O)cc3)n2)cc1
-23	-4	-2	-1	-1.6	7	115	-5	-6	CC1CC(C)CN(CCOc2ccc(Br)cc2)C1 (configuration not stated)
15	-37	-7	5	-3.5	9	106	2	12	CCOCC(=O)Nc1ccc([N+](=O)[O-])cc1OC
6	0	5	7	-1.9	-2	·	-3	4	COc1ccccc1-c1noc(-c2ccccc2)n1
-3	42	7	-10	-1.6	4	104	2	8	Cc1cc(NC(=O)CSc2ccc3c(c2)OCCO3)no1
-10	10	-1	-17	0.7	2	97	-2	-1	COc1ccc([C@@H]2C[C@H]3CN(Cc4ccccc4OC)C(=O)[C@]34CCCN24)cc1C
2	·	-1	·	0.4	2	·	-2	6	O=C(COC(=O)c1ccc(F)cc1F)Nc1cccnc1Cl
-1	8	5	-2	-3.0	7	95	-3	14	O=C(CCCCO)CCCCCCCC[C@H]1N[C@H](CO)[C@H](O)[C@@H]1O[C@@H]1O[C@H](CO)[C@@H](O)[C@H](O)[C@H]1O
4	·	-1	·	-2.1	-1	·	-7	10	Cc1ccc(NS(=O)(=O)c2cccc(C(=O)N3CCN(C(=O)c4ccco4)CC3)c2)cc1
-12	-8	1	-10	-1.6	-2	107	0	-4	Cc1ccc(NC(=O)c2cccc(Cl)c2)nc1
-17	51	1	-6	1.9	4	94	-11	5	O=C(NC1CCCC1)C(c1ccccc1)N(Cc1ccc(F)cc1)C(=O)c1csnn1 (configuration not stated)
4	10	-3	-22	3.8	3	111	1	1	O=C1CCCCCC1C1(O)C(=O)Nc2ccccc21 (configuration not stated)
-4	1	-3	-16	-4.1	2	105	-4	0	Cc1ccc(S(=O)(=O)NCC(=O)OCC(=O)N2CCc3ccccc32)cc1

(further entries)
CRFR2-BP antag	PHOSPHO1 inh	IDE cell inh	p-CIP stab down	CRFBP-R2 agonist	IDE cell activ	MEKK3 PB1 HTS	GalR3 antag	CHRM4 PAM	Molecule
11	·	2	·	-1.6	4	·	-4	10	COc1ccc(NC(=O)CSc2nnc(-c3cccs3)n2N)cc1S(N)(=O)=O
-7	29	1	-14	-1.9	3	99	2	8	Cc1cc(O)c(C(C)C)cc1NC(=O)Cn1nc(C)c2ccccc2c1=O
22	-18	3	-14	2.0	-2	102	-2	12	O=S(=O)(Nc1nccs1)c1cc(Cl)ccc1Cl
-10	-7	6	-1	0.6	2	100	-10	3	Cc1sc2ncnc(N(C)C3CCCCC3)c2c1C
-5	·	-6	·	-1.7	0	·	-6	4	CC(=O)N(C)c1ccc(NC(=O)C(c2ccccc2)c2ccccc2)cc1
20	37	3	8	-1.2	-1	103	0	-5	CCOCCn1c(=NC(=O)CSCC(=O)N2CCOCC2)sc2cc(OC)ccc21
2	17	7	-10	2.0	6	104	-4	5	COc1ccc(C(=O)Nc2c(N)nc(SCC(=O)Nc3ccc(NC(C)=O)cc3)[nH]c2=O)cc1OC
-16	14	-3	4	0.8	0	103	-2	4	CCOC(=O)c1cncc(NC(=O)c2ccccc2)c1
8	-2	4	-5	-1.5	9	105	6	-2	CC(OC(=O)c1ccco1)C(=O)NCc1cccs1 (configuration not stated)
-9	9	-4	1	-2.1	1	103	-5	5	CN1C(=O)/C(=N\OC(=O)c2cccc3ccccc23)c2ccccc21
-4	·	4	·	-0.6	4	·	-4	2	COc1ccc(S(=O)(=O)N2CCOCC2)cc1NC(=O)C1COc2ccccc2O1 (configuration not stated)
-16	39	1	6	3.8	5	107	-5	9	CCOC(=O)N1CCN(C(=O)CN(c2ccc3c(c2)OCO3)S(C)(=O)=O)CC1
-3	5	5	-8	-2.9	5	113	-7	0	O=C(N/N=C/c1cc2ccccc2[nH]1)c1ccccc1Cl
7	16	1	-8	-0.3	-5	96	-4	-6	COc1ccc2[nH]c(C(=O)N3CCCN(Cc4ccc(F)cc4)CC3)cc2c1
-7	23	-5	-9	0.2	0	105	1	0	C=CCn1nnnc1SCC(=O)Nc1ccc(C(=O)OC)cc1
2	23	-2	-10	1.6	5	99	-5	-11	COc1ccc(C2N=C(c3ccccc3)NO2)cc1OC (configuration not stated)
2	26	·	-4	-1.5	-2	104	-1	-5	Cc1ccccc1-n1ncc2c1CC(C)(C)CC2NC(=O)CCn1cncn1 (configuration not stated)
-13	·	·	·	0.0	·	·	-5	11	O=C(CSc1ccccc1F)NC(=O)NC1CCCC1
-32	·	2	·	-0.7	-2	·	-1	-47	CC(C)Cn1c(=O)c(C(=O)Nc2ccncc2)c(O)c2ccccc21
-4	-4	6	-2	1.4	4	101	-1	3	COC(=O)CCC(=O)Nc1ccccc1C(N)=O
-23	19	1	2	10	5	96	-6	7	O=C(CCc1nnc(C2(c3ccc(Cl)cc3)CCC2)o1)NCCCn1cccn1
19	-21	9	4	0.8	-2	105	-1	6	COC(=O)c1cc2occc2n1CC(=O)N(C)C1CCCCC1
7	39	6	7	-2.2	3	103	-2	-1	COc1ccc(C2C(C(=O)N3CC(C)CC(C)C3)c3ccccc3C(=O)N2C)cc1 (configuration not stated)
29	-26	-5	-6	-1.9	5	·	-4	-1	COc1ccc(OC)c(N)c1
11	1	0	7	-0.6	-2	96	-5	1	O=C(NC1CC1)C1=C[C@H](c2ccc3c(c2)OCO3)C[C@H](OCc2ccc(CO)cc2)O1
2	-2	-4	-1	-0.8	-3	76	-3	9	CCOc1ccccc1NC(=O)C1CC2CCCC(C1)C2=O (configuration not stated)
43	6	2	-1	-7.3	0	98	-4	-6	COc1cc(NC(=O)C2=C(N3CCOCC3)/C(=C\c3ccc(Br)cc3)CC2)cc(OC)c1OC
-3	-3	5	-8	3.8	-4	99	-2	-3	O=C(COC(=O)/C=C/c1ccccc1)Nc1cc(C(F)(F)F)ccc1N1CCOCC1
-13	4	0	-15	-0.6	2	105	-2	0	CC(NC(=O)c1ccco1)C(=O)N1CCCCC1 (configuration not stated)
1	-8	8	7	0.5	3	104	-3	-1	COC(=O)c1ccccc1NC(=O)Cn1c(SC)c(F)cnc1=O

Continued:
CRFR2-BP antag	PHOSPHO1 inh	IDE cell inh	p-CIP stab down	CRFBP-R2 agonist	IDE cell activ	MEKK3 PB1 HTS	GalR3 antag	CHRM4 PAM	Molecule
-12	25	6	-12	0.6	8	106	-3	-3	COc1ccc(CCN=C(N)C(C)c2ccccc2)cc1OC (configuration not stated)
38	-10	-4	-16	0.1	1	99	50*	-9	COc1ccc(-n2c(SCc3ccc([N+](=O)[O-])cc3)nnc2-c2ccc(C)cc2)cc1
-9	41	6	-9	-1.5	-5	106	-4	9	Cc1ccc(OCc2cc(C(=O)NC(C)Cc3cnccn3)no2)cc1C (configuration not stated)
-5	58	6	-4	1.6	-4	101	0	-1	CN(Cc1ccccc1)C(=O)C1CCN(S(=O)(=O)c2cccc3nsnc23)CC1
-3	7	0	-3	-1.4	2	93	-5	-2	CC(C)(C)NC(=O)/C=C/c1ccc(C(F)(F)F)cc1
45	28	8	-12	-1.1	-2	99	9	-4	COc1cc(-c2cc(C(=O)Nc3ccccc3N3CCOCC3)c3ccccc3n2)cc(OC)c1OC
-12	25	6	3	0.6	3	96	0	9	CC(=O)N1CCc2c(sc(NC(=O)Cc3ccccc3)c2C(N)=O)C1
-8	20	-2	-20	0.1	2	104	-1	5	CCN(C(=O)CN1C(=O)c2ccc([N+](=O)[O-])cc2C1=O)C1CCCCC1
0	-12	6	-15	-1.5	0	99	-10	-7	Cc1coc2cc3oc(=O)c4c(c3cc12)CCCC4
9	6	6	-10	-1.4	-1	91	4	0	CC(=O)Nc1ccc(NC(=O)Cc2ccc(S(=O)(=O)N3CCCCC3)s2)cc1
-20	4	3	-11	0.0	3	102	·	2	O=C(O)[C@@H](c1ccccc1)N1Cc2ccccc2C1=O
-7	-1	-3	-1	-1.9	5	96	-1	5	O=C(NC(=S)N1CCN(C2CCCCC2)CC1)c1ccccc1
-17	-24	·	7	-2.6	4	108	2	5	Cc1onc(-c2c(F)cccc2Cl)c1C(=O)Nc1ccc(S(=O)(=O)Nc2ncccn2)cc1
-12	·	-1	·	0.9	-6	·	-4	-1	Cc1ccc(N2C(=O)N(CC(=O)Nc3ccccc3C(F)(F)F)C(=O)C2C)cc1 (configuration not stated)
-11	14	1	-2	0.0	-1	107	13*	-9	CCOC(=O)C1(CCOc2ccccc2)CCN(Cc2ccc(OC)c(COC)c2)CC1
0	22	4	3	0.1	-3	102	8	1	CCC1(CC)NC(=O)N(CC(=O)NCc2ccc3c(c2)OCO3)C1=O
-3	10	5	-6	-2.3	2	107	0	3	CC(C)NC(=O)c1cnc(Sc2ncc(C(F)(F)F)cc2Cl)n1C
·	4	6	2	·	·	103	·	·	CC(=O)[C@H]1[C@H](c2cccc(Cl)c2)C(C#N)(C#N)[C@@H]2c3ccccc3C=CN21

Source: PubChem BioAssay (several laboratories)
